# RGS4 inh: blocks human RGS4-accelerated GTP hydrolysis | Potency, µM (series often up to 114 µM), inactives show at the top dose activity change, negative = inhibition, most hits filed as inhibitors | P49798 | Transcreener GDP fluorescence polarization, RGS4-accelerated GTP hydrolysis | 0.039% of 390,000 active; note: potency is the fitted concentration of half-maximal effect; % is set by controls: 0 for no effect and ±100 for the full control effect; nearly all actives have a fitted effect of over 75% in size; some results filed as inactive show a strong effect at the top dose
#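 MLSMR compounds (23 nl, pin-transferred) preincubated 10 min at room temperature with a 500nM (2x) first reagent, then RGS4 at 900nM (2x) plus Transcreener GDP mix added; fluorescence polarization (620/688 nm) read before and after 90 min at 30 °C.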
# BAZ2B inh: blocks human BAZ2B. AlphaScreen BAZ2B-H3K14Ac peptide displacement. Potency, µM (doses to about 114 µM), for the others: at the top dose activity change, negative = inhibition, usual class: inhibitors. 4.4% of 360,000 active; note: potency is the fitted concentration of half-maximal effect; % is set by controls: 0 for no effect and ±100 for the full control effect; nearly all actives have a fitted effect of over 60% in size
#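 Compounds, titrated to a top concentration of 110 uM, were incubated 30 min at room temperature with preformed BAZ2B/acetyl-K14 H3 peptide complex (50 nM each). Proximity signal was measured by AlphaScreen after 20 min with beads.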
# GLS inhibitor: blocks human kidney-isoform glutaminase activity | O94925 | GLS enzymatic activity, qHTS titration | Potency, µM (top dose mostly 45.5 µM), for the others: top-dose activity change, negative = inhibition, actives largely listed as inhibitors | 0.21% of 410,000 active | AID 624170; note: potency is the fitted concentration of half-maximal effect; % is set by controls: 0 for no effect and ±100 for the full control effect
#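 hKGA in 45 mM KH2PO4 (pH 8.2), 0.02% Tween-20 with compound, then 1mM L-Glutamine (stock as added) plus glutamate oxidase/HRP/Amplex red coupling mix. Fluorescence read initially and after 30 min at RT; signal change reflects glutamate formation.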
# ERG-DNA inh: ERG Ets/DNA interaction inhibition; fluorescence polarization, His-ERG Ets domain / labelled DNA; Potency, µM (doses to about 76.9 µM), for inactives: at the highest dose FP activity, negative = inhibition, actives largely listed as inhibitors; 0.028% of 370,000 active; active = well fitted inhibition curve with a large enough effect in the polarisation, with a control signal flat; inconclusive = small, poorly fitted or top-dose-only effect, or effect the other way, or a change in a side signal; inactive = no such curve, though single readings can be large or run the other way; the % refers to the polarisation;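 note: polarization taken with two DNA probes labelled with fluorescein and Texas red; potency is the fitted concentration of half-maximal effect; % of control where 0% means no effect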
#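 His-tagged ERG Ets domain (1 uM in the protein solution; 300mM KCl, 50mM Tris-HCl, 1mM EDTA, 1mM DTT, pH 7.5) received compound, then a probe mix of 5 nM fluorescein-DNA and 100nM Texas-615-DNA. Fluorescence polarization was read for both dyes.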
# JMJD2A Tudor inh: blocks the human JMJD2A Tudor domain. Potency, µM (top dose mostly 114 µM), inactives show at the highest dose activity change, negative = inhibition, actives largely listed as inhibitors. AlphaScreen JMJD2A-Tudor / H3K4me3 peptide binding. 4.4% of 390,000 active. O75164. AID 504339; note: potency is the fitted concentration of half-maximal effect; % is set by controls: 0 for no effect and ±100 for the full control effect; nearly all actives have a fitted effect of over 50% in size
# PI4K2A inh: blocks human PI4K2A kinase activity | purified PI4K2A, ADP-Glo luminescence, 1 h; stronger effect = lower value | 0.13% of 420,000 active | AID 1346378 | Q9BTU6 | activity change, negative = inhibition, % at 76.9 µM; in the data active = activity change below about -50%; inconclusive = mostly about -30% to -49%;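 note: -100% = wells without enzyme as full effect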
# Target sequence (Q9BTU6 whole entry, looked up): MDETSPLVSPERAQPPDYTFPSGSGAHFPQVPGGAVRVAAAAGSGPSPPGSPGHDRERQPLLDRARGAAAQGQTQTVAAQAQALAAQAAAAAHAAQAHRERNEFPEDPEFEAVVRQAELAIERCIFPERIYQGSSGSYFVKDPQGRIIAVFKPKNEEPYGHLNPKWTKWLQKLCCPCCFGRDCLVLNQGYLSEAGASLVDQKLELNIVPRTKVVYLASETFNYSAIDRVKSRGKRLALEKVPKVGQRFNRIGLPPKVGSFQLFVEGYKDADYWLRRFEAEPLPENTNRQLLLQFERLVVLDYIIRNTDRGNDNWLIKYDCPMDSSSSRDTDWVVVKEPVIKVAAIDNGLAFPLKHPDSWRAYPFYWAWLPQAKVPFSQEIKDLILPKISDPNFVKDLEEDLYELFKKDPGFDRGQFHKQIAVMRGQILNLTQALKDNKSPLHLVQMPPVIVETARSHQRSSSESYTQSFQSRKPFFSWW
#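 PI4K2A activity was measured by ADP-Glo luminescence: enzyme (4 ug/mL stock) and phosphatidylinositol (1.2 mM stock) in Tris pH 7.5/MgCl2/EGTA/Triton X-100 buffer were reacted with ATP (300 microM stock) for one hour at ambient temperature.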
# 12-LOX inh: inhibitors of human 12S-lipoxygenase ALOX12 | purified 12hLO, xylenol orange hydroperoxide absorbance | 1.1% of 580,000 active | AID 1671190 | P18054 | Potency, µM (titrated, usually from 108 µM), inactives show top-dose activity change, negative = inhibition, most hits filed as inhibitors; note: potency is the fitted concentration of half-maximal effect; % is set by controls: 0 for no effect and ±100 for the full control effect
#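 Hydroperoxide product was detected by ferrous iron/xylenol orange as the 573 to 405 nm absorbance ratio. Arachidonic acid at 40 uM (final) was turned over for 30 min at room temperature by 150 nM human 12hLO, pH 7.0 Hepes buffer, after 15 min compound preincubation.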
# HP1b chromo inh: HP1-beta chromodomain-methylated histone interaction inhibition | P83916 | AlphaScreen HP1-beta / biotin-H3K9me3 peptide binding | Potency, µM (top dose mostly 114 µM), for inactives: at the highest dose activity change, negative = inhibition, hits mostly inhibitors | 0.56% of 390,000 active | AID 540317; note: potency is the fitted concentration of half-maximal effect; nearly all actives have a fitted effect of over 70% in size; inactives centre near 23
# Target sequence (P83916 whole entry, looked up): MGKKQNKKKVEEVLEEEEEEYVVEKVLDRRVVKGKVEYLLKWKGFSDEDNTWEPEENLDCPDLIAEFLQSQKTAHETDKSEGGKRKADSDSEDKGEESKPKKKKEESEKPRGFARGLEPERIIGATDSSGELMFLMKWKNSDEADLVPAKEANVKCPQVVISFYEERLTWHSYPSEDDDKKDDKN
#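 Compound inhibition of the preformed complex between 50 nM HP1-beta and 50 nM biotinylated H3K9me3 peptide was read by AlphaScreen. Buffer was PBS pH 7.4 with 0.01% Tween-20. Incubations ran 30 min at room temperature, with 10 ug/mL donor/acceptor beads.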
# G9a block: inhibitors of human histone lysine methyltransferase G9a; G9a H3K9 monomethylation, AlphaScreen, 2 h; Q96KQ7; Potency, µM (titrated, usually from 102 µM), without a hit: top-dose activity, negative = inhibition, usual class: inhibitors; 8.8% of 350,000 active; note: potency is the fitted concentration of half-maximal effect; % is set by controls: 0 for no effect and ±100 for the full control effect; nearly all actives have a fitted effect of over 75% in size
# Target sequence (Q96KQ7 913-1193 limits assumed): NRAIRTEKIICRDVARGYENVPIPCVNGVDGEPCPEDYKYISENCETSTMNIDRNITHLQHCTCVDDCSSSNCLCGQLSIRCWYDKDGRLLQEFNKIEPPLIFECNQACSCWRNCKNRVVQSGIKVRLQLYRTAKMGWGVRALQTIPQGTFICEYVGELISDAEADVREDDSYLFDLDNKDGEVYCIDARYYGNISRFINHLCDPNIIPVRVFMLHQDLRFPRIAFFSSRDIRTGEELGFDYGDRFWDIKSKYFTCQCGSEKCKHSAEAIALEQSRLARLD
#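 Methyltransferase reactions run at room temperature for 2 h (20 nM enzyme, 500 nM biotin-H3K9 peptide, 20 uM SAM) after a 15 min compound preincubation; product detected by AlphaScreen beads and anti-H3K9me1 antibody.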
# * = called active by the depositor; ? = inconclusive; . = not tested or not shown; & = joins results of further samples; [ ] = remark or other dose. Unless noted, calls come from the whole dose curve; as a rule, active = well fitted curve in the direction sought with a large enough effect; inconclusive = small, poorly fitted or top-dose-only effect, or another doubt; inactive = no such curve, though single readings can be large; an effect the other way counts as inactive or inconclusive. This is a subset; count on the stated rates, not on these rows.
RGS4 inh	ERG-DNA inh	GLS inhibitor	12-LOX inh	HP1b chromo inh	JMJD2A Tudor inh	PI4K2A inh	BAZ2B inh	G9a block	smiles
-10.3%	8.2%	-7.1%	-0.4%	14.2%	-24.9%	3.1	-14.7%	.	COc1cccc2cc(C(=O)C3=C(O)C(=O)N(CCN4CCOCC4)C3c3ccc(Cl)cc3)oc12 (stereo unspecified)
2.3%	?	-7.4%	?	23.8%	-20.5%	-2.1	-33.2%	13.7%[59 µM]	O=C(/C=C/c1ccc([N+](=O)[O-])cc1)NCc1ccco1
-6.3%	-7.2%	-2.6%	0.0%	23.2%	-12.7%	0.5	1.1%	?	O=C(C[n+]1cc(-c2ccc(F)cc2)n2c1CCC2)c1cccs1
-19.5%[11.4 µM]	-1.1%	0.1%	29.5%	18.7%	-12.6%[57.1 µM]	?	-38.1%	39.8µM*	O=C(COc1ccccc1[N+](=O)[O-])N/N=C/C=C/c1ccco1
-10.4%	-1.2%	-7.0%	-16.4%	21.1%[57 µM]	-11.2%	-1.2	1.0%	11.1%[59 µM]	COc1cc(NC(=O)C2CCN(c3cnc4ccccc4n3)CC2)cc(OC)c1OC
22.2%	-5.2%	9.6%	0.0%	40.9%	-7.6%	-0.4	-1.9%	11.1%	CC(C)(C)c1cc(=O)n2c(nc3ccccc32)[nH]1
-3.6%	-1.1%	-6.1%	-1.8%	-26.8%	-24.7%	-3.7	-21.4%	7.4%	CC1=NNC(=O)C1CCC(=O)N/N=C/c1c(Cl)cccc1Cl (stereo unspecified)
12.3%	-3.3%	1.1%	1.4%[57.4 µM]	15.1%	-14.1%	10.8	3.2%	-0.7%[12.7 µM]	COc1cc(CNC2CCCC2)cc(OC)c1OC
5.3%	0.8%	-5.7%	5.0%	37.8%	-2.8%	-0.8	-2.0%	-16.6%	Cc1nnc(SCCn2c(N3CCCC(C)C3)nc3c2c(=O)n(C)c(=O)n3C)s1 (stereo unspecified)
-3.7%	14.8%	-4.2%	?	6.8%	-19.9%	-7.1	1.4%	-4.0%[59 µM]	Oc1cccc(NC(=S)Nc2ccc(SC(F)F)cc2)c1
-3.6%	.	10.0%	-11.6%	0.6%	-4.2%	0.3	5.4%	8.7%[12.7 µM]	CSCCC(NC(=O)OC(C)(C)C)C(=O)NC(C(=O)NC(CC(C)C)C(N)=O)C(C)C (stereo unspecified)
16.8%	3.2%	-9.9%	1.0%	12.3%	-3.5%	6.1	6.8%	-4.6%[59 µM]	COc1cc(/C=C/C(=O)O)ccc1OCc1ccccc1C#N
-31.5%	?	-13.3%	8.0%	8.4%	-17.4%	2.1	.	.	Nc1cc2[nH]c(=O)c3ccccc3c2cc1[N+](=O)[O-]
30.3%	-2.7%	7.6%	27.7%	21.7%	-30.0%	1.1	-33.4%	?	COc1ccc(-c2nc3ccccc3c(=O)n2O)cc1
12.2%	3.2%	16.5%	?	?	?	1.1	8.91µM*	12.6µM*	CCCN1CCCc2cc(CN(CCCN3CCOCC3)C(=O)Nc3ccc(CC)cc3)ccc21
5.8%	-3.7%	-6.7%	-5.0%	11.1%	-10.4%	-0.8	.	.	NC(=O)c1nc(-c2ccccc2)c(-c2ccccc2)[nH]c1=O
-8.8%	-1.2%	0.1%	?	32.8%	-15.9%	-5.7	0.5%	-21.1%[59 µM]	Cc1cccc(-c2nc3scc(CCNS(=O)(=O)c4ccc(F)cc4C)n3n2)c1
-15.7%	2.8%	0.3%	?	4.1%	-21.4%	5.0	-4.7%	-5.7%	CSCCC(NC(=O)COc1ccccc1)C(=O)OCCOc1ccc(F)cc1 (stereo unspecified)
-11.1%	-18.5%	-5.0%	-7.1%	42.2%[activator]	-16.4%	-1.5	-25.2%	-10.4%	Cc1ccccc1NC(=O)CN1CCC(C(=O)c2ccc3c(c2)OCCO3)CC1
0.7%&-1.9%	-1.3%&-0.4%	-7.7%&3.1%	71.1%&-3.3%[activator]	8.6%&34.2%	-5.9%&-14.7%	0.8&1.0	-0.6%&-10.3%	-12.7%	CCCN(C(=O)c1cn(C)c(=O)c2ccccc12)c1ccccc1C

# Three entries drawn at random from the list so far, as already listed:
RGS4 inh	ERG-DNA inh	GLS inhibitor	12-LOX inh	HP1b chromo inh	JMJD2A Tudor inh	PI4K2A inh	BAZ2B inh	G9a block	smiles
22.2%	-5.2%	9.6%	0.0%	40.9%	-7.6%	-0.4	-1.9%	11.1%	CC(C)(C)c1cc(=O)n2c(nc3ccccc32)[nH]1
-10.4%	-1.2%	-7.0%	-16.4%	21.1%[57 µM]	-11.2%	-1.2	1.0%	11.1%[59 µM]	COc1cc(NC(=O)C2CCN(c3cnc4ccccc4n3)CC2)cc(OC)c1OC
0.7%&-1.9%	-1.3%&-0.4%	-7.7%&3.1%	71.1%&-3.3%[activator]	8.6%&34.2%	-5.9%&-14.7%	0.8&1.0	-0.6%&-10.3%	-12.7%	CCCN(C(=O)c1cn(C)c(=O)c2ccccc12)c1ccccc1C

# (more compounds)
RGS4 inh	ERG-DNA inh	GLS inhibitor	12-LOX inh	HP1b chromo inh	JMJD2A Tudor inh	PI4K2A inh	BAZ2B inh	G9a block	smiles
-7.4%	-6.5%	0.6%	9.1%	35.1%	-5.5%	-5.5	?	.	CC1CCCCN1CCCNC(=O)c1ccc2nc(N3CCCCC3)sc2c1 (stereo unspecified)
-23.6%[56.9 µM]	2.3%	3.4%	-5.1%	46.8%[activator]	-19.6%	-3.4	-8.2%	?	Cc1nccn1CCCNC(=O)CC1C(=O)NCCN1Cc1ccccc1C(F)(F)F (stereo unspecified)
0.5%[11.4 µM]	-13.3%	-13.4%	0.0%	16.7%	-9.2%[11.4 µM]	-9.6	?	-11.2%[59 µM]	CC(C)n1c(SCC(=O)Nc2nc3c(s2)CCCC3)nc2c1c(=O)n(C)c(=O)n2C
?	-3.1%	-2.7%	20.0%	42.8%[activator]	-2.0%[57.1 µM]	0.8	8.7%	-3.8%	Cc1sc2nc(SCC(N)=O)n(-c3ccccc3)c(=O)c2c1C
14.6%	3.5%	0.9%	-21.4%	7.8%	-33.0%	-4.5	-6.3%	-4.2%[59 µM]	CN(CCOc1ccc(Cl)cc1)C(=O)c1cc(S(=O)(=O)N2CCOCC2)ccc1N1CCCC1
-3.9%[11.4 µM]	0.9%	2.0%	0.0%	-12.9%	-14.5%[11.4 µM]	-0.2	6.4%	56.2µM*	O=S1(=O)c2cccc3cccc(c23)N1Cc1nnc(-c2ccccc2Br)o1
12.3%	-5.9%	-7.4%	-2.4%	17.9%	-29.7%	2.1	?	31.7%[0.501 µM]	Cc1nc(NC(=O)/C=C/c2ccccc2)sc1C(=O)Nc1ccccc1Cl
-4.9%	3.4%	-6.0%	3.5%	60.3%[activator]	-4.2%	1.1	-30.5%	0.4%[0.501 µM]	CC(=O)Nc1ccc(NC(=O)c2c([N+](=O)[O-])cnn2C)cc1
6.8%[56.9 µM]	-6.5%	0.1%&-0.9%	-11.9%	21.0%	-14.5%	0.3&-1.3&1.2	2.3%	47.6%[activator][12.7 µM]	Cn1c(=O)c2c(ncn2C)n(C)c1=O
-28.8%	2.1%	5.2%	-18.0%	54.4%[activator]	-4.8%	1.3	-0.7%	-7.6%[0.501 µM]	O=C(Nc1cc(C(F)(F)F)ccc1N1CCCC1)C1=COCCO1
4.0%	6.7%	6.2%	3.8%	29.3%	-8.5%	-1.9	-13.8%	5.2%[12.7 µM]	Cn1nc(NC(=O)C(F)(F)F)c2ncc(-c3ccc(Cl)cc3)nc21
7.6%	3.7%	18.5%	6.8%	6.0%	-13.1%	2.1	-5.2%	10.3%	CCN(CC(=O)NCc1ccc(Cl)cc1)C(=O)c1cccc(S(=O)(=O)Nc2ccc(OC)cc2)c1
?	-7.5%	-5.8%	-0.9%	53.9%[activator]	0.0%	3.1	-4.7%	?	CCN(CC(=O)Nc1ccc(NC(C)=O)cc1)C(=O)/C=C/c1ccc(C)o1
14.3%	0.6%	-16.1%	9.5%	16.8%	-15.3%	2.4	-3.6%	?	CN(C)S(=O)(=O)c1ccc(C(=O)NCC(=O)N/N=C/c2ccccc2)cc1
20.5%	-6.1%	2.3%	-4.1%	40.4%[activator]	-14.6%	2.4	1.9%	.	CCOc1ccccc1C(=O)NC1CCNCC1
-4.1%	-0.2%	25.4%	-11.4%	0.9%	-12.0%	2.7	-3.4%	-3.0%	O=C(CCNC(=O)c1ccccc1Cl)NC1=NCCS1
-10.1%	30.7%[activator]	0.4%	-11.3%	61.2%[activator]	-9.7%	-0.1	11.6%	?	O=C(CCl)N1CCN(S(=O)(=O)Cc2ccccc2)CC1
5.6%	-3.1%	3.0%	?	47.4%[activator]	1.5%	-4.8	8.7%	11.7%	O=S(=O)(c1ccccc1)n1ccc(-c2cnc(-c3ccccc3)s2)n1
12.1%	-2.1%	7.3%	-2.0%	61.2%[activator]	-12.2%	-4.8	-10.3%	-7.0%[59 µM]	COc1cccc(NC(=O)C2CCN(C(=O)N3CC(C)Oc4ccccc43)CC2)c1 (stereo unspecified)
-15.4%	-3.9%	-5.1%	?	33.4%[activator]	-7.5%	2.8	1.6%	.	O=C(OCc1ccc(-c2ccccc2)cc1)c1cccc(O)c1
-4.3%	22.7%	-2.1%	17.8%	17.6%	-13.8%	0.3	1.7%	-8.9%	N#CCOC(=O)[C@H](Cc1ccccc1)N1C(=O)c2ccccc2C1=O

# High-throughput results: PubChem, National Center for Advancing Translational Sciences (NCATS)
